RGS8-Gao reg: RGS8-Galphao binding modulators, primary screen, biochemical, multiplexed bead flow cytometry | response (percent of control binding), % at 10 µM | 220,000 compounds, 0.34% hits | actives lie on both sides | Guanine nucleotide-binding protein G(o) subunit alpha (Homo sapiens), P09471 | AID 1423, 2008; in the data active = response below about 60% or above about 140%; inactive = in between;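 note: Galphao activated as the GDP aluminium fluoride complex binding bead-coupled RGS8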
Cdc42 wt: modulators of GTP binding to wildtype Cdc42, primary screen, biochemical, multiplex bead flow cytometry, Bodipy-GTP | percent activity (GTP binding), % at 10 µM | AID 761, 2007 | Cell division control protein 42 homolog (Homo sapiens), P60953 | 190,000 compounds, 0.2% hits | GST-Cdc42 beads; actives lie on both sides;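 active = percent activity GTP binding at least 20 points away from the 100% baseline, either down as inhibitor or up as activator; inconclusive = compound flagged as likely green fluorescent from well-wide comparison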;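 note: median bead fluorescence of bound Bodipy-FL-GTP at 100 nM; 0% = excess unlabeled GTP control and 100% = no compound control; below 100% means less GTP binding so inhibitor and above means activator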
Target sequence (P60953 whole entry, looked up): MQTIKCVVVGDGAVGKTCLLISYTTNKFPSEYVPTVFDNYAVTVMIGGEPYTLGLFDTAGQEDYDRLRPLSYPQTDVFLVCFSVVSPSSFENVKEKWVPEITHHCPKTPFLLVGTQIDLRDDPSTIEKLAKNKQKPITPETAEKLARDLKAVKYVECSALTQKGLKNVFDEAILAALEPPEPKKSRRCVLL
Mcl1-Noxa inh: Mcl-1/Noxa binding inhibitors, primary screen, biochemical, TR-FRET, 1536-well | Induced myeloid leukemia cell differentiation protein Mcl-1 (Homo sapiens), Q07820 | TR-FRET Mcl-1/Noxa peptide binding, 2 h | inhibition, % at 21.7 µM | 220,000 compounds, 1.5% hits;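 active = compounds that cut the protein-peptide binding signal by more than 50% relative to plate controls in a single-dose test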;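 note: His-tagged Mcl-1 with rhodamine Noxa BH3 peptide and terbium anti-His antibody; 0% = Mcl-1 plus Noxa peptide wells and 100% = peptide-only wells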
Target sequence (Q07820 whole entry, looked up): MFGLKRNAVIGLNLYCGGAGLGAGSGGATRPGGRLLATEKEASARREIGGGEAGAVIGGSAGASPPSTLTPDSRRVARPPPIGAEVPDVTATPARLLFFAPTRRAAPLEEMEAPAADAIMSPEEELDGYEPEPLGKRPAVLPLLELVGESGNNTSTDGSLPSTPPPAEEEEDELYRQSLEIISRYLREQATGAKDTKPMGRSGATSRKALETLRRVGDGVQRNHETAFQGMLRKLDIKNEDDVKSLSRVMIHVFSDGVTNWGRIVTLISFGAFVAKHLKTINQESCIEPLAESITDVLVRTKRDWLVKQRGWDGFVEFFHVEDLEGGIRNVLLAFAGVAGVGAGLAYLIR
Pf gametocyte: late stage P. falciparum gametocyte viability inhibitors, primary screen, ATP luminescence, HTS. inhibition, % at 10.9 µM. P. falciparum stage V gametocytes, 24 h. 150,000 compounds, 0.065% hits;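 active = inhibition above the mean plus 3 SD of compounds within the control limits, set per campaign, cut at about 38% in these data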;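 note: 0% = DMSO wells and 100% = medium only without gametocytes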
Rab2A wt mod: modulators of GTP binding to Rab2A wildtype, primary screen, biochemical, dog, bead-based flow cytometry, multiplex. Ras-related protein Rab-2A (Canis lupus familiaris), P61105. GST-Rab2 wt beads, Bodipy-GTP binding. GTP binding activity, % at 10 µM. 190,000 compounds, 0.19% hits. AID 760, 2007;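 active = GTP binding activity at least 20 points away from 100%, either lowered or raised; inconclusive = signal likely due to the compound's own green fluorescence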;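 note: 0% = beads with excess unlabeled GTP and 100% = no-compound control corrected for plate trend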
Mcl-1 Bim block: inhibitors of Bim peptide binding to Mcl-1, primary screen, biochemical, bead-based flow cytometry, multiplex; Induced myeloid leukemia cell differentiation protein Mcl-1 (Homo sapiens), Q07820; Bim peptide-Mcl-1 binding; inhibition, % at 10 µM; 190,000 compounds, 0.1% hits; in the data active = inhibition above about 40%;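 note: 0% = no compound tracer wells and 100% = peptide blocker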
Mcl1 Bid PPI: Mcl-1/Bid binding inhibitors, primary screen, biochemical, TR-FRET, 1536-well; Induced myeloid leukemia cell differentiation protein Mcl-1 (Homo sapiens), Q07820; TR-FRET Mcl-1/Bid-Dy647 peptide binding; inhibition, % at 21.7 µM; 220,000 compounds, 0.97% hits; AID 1021, 2008;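 active = compounds that cut the binding signal by more than half at the single screening dose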;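 note: His-tagged Mcl-1 with europium anti-His antibody binding Bid BH3 peptide; 0% = Mcl-1 plus peptide wells and 100% = peptide-only wells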
Rac1 wt GTP bind: wildtype Rac1 GTP binding modulators, primary screen, biochemical, GST-Rac1 beads, flow cytometry, multiplex. Ras-related C3 botulinum toxin substrate 1 (Homo sapiens), P63000. GTP binding activity (% of control), % at 10 µM. AID 757, 2007. 190,000 compounds, 0.27% hits. fluorescent GTP binding; actives lie on both sides; 0 = cold GTP competed, 100 = untreated;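 active = GTP binding activity at least 20 points away from the 100% control level, either lower or higher; inconclusive = compound flagged as likely green fluorescent, judged across all proteins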
HRas wt GTP: modulators of GTP binding to HRas wildtype, primary screen, biochemical, bead-based flow cytometry, multiplex | AID 759, 2007 | 190,000 compounds, 0.14% hits | GST-Ras wt beads, Bodipy-FL-GTP binding; actives lie on both sides | GTP binding activity, % at 10 µM | GTPase HRas (Homo sapiens), P01112;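 active = GTP binding activity at least 20% away from the 100% baseline, either lowered as inhibitor or raised as activator; inconclusive = flagged as likely green fluorescent, judged across all proteins in the well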;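 note: 0% = unlabeled GTP competition control and 100% = no-compound control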
Target sequence (P01112 whole entry, looked up): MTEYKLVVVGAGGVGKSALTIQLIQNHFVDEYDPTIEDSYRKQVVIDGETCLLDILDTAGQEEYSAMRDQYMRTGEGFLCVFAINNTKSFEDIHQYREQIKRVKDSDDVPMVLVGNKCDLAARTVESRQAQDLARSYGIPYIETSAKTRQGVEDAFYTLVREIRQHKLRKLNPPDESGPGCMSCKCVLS
Rab7 wt modul: modulators of GTP binding to Rab7, primary screen, biochemical, wildtype, multiplex bead flow cytometry; GTP binding activity (percent of control), % at 10 µM; 190,000 compounds, 0.055% hits; GST-Rab7 beads, fluorescent GTP binding; actives lie on both sides; untreated = 100%, excess cold GTP = 0%;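 active = fluorescent GTP binding to Rab7 beads changed by at least 20 points from the 100% baseline, either direction, mostly lower; inconclusive = compound itself probably fluorescent, or too few beads counted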;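 note: median green fluorescence of bound Bodipy-FL-GTP per Rab7 bead population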
Rac1 mut GTP: GTP binding modulators of activated mutant Rac1, primary screen, biochemical, bead-based flow cytometry, multiplex, fluorescent GTP; GST-Rac1 activated beads; actives lie on both sides; 100% means binding = to untreated wells; AID 764, 2007; percent activity (GTP binding), % at 10 µM; 190,000 compounds, 0.11% hits;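 active = GTP binding at least 20 percentage points away from the 100% baseline, in either direction, so actives lie on both sides; inconclusive = Compound likely fluorescent itself, or too few beads counted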
An asterisk follows results filed as active; ? = inconclusive; . = not tested or not shown.

SMILES	RGS8-Gao reg	Cdc42 wt	Mcl1-Noxa inh	Pf gametocyte	Rab2A wt mod	Mcl-1 Bim block	Mcl1 Bid PPI	Rac1 wt GTP bind	HRas wt GTP	Rab7 wt modul	Rac1 mut GTP
O=C(/C=C/c1c(Cl)cccc1Cl)NCc1ccccc1	98	99	17	10	100	1	-3	102	100	99	101
COc1ccc(-n2c(NC(=O)c3ccco3)c(C#N)c3nc4ccccc4nc32)cc1	97	96	41	20	97	-4	-5	96	98	96	96
C/C(=N\NC(=O)c1ccc(C)cc1)C1C(=O)c2ccccc2C1=O	104	97	3	.	95	9	-55	99	99	103	95
COc1cc(CC(=O)OCC(=O)Nc2cc(S(=O)(=O)N3CCCC3)ccc2Cl)cc(OC)c1OC	100	100	-4	4	98	6	17	101	100	97	97
N#CCCn1cc(/C=C2\NC(=S)N(c3ccccc3)C2=O)c(-c2ccc(-c3ccccc3)cc2)n1	95	99	17	.	101	0	-13	103	98	104	95
O=C(O)C1CC=CCC1C(=O)Nc1cccc(Cl)c1 (stereo unspecified)	105	103	3	13	99	-4	-35	102	100	102	99
O=C(NCCc1ccccc1)c1ccc(NCC2CCCO2)c([N+](=O)[O-])c1 (stereo unspecified)	99	96	-1	.	100	3	-23	98	98	97	94
N#Cc1c(NC(=O)CSc2ncn[nH]2)sc2c1CCCCC2	101	108	2	.	101	0	-82	110	105	105	99
CCOC(=O)c1sc(NC(=O)OC)c(C(=O)OC)c1C	101	100	-8	-19	96	-2	-16	101	97	98	96
COc1cccc(-c2nc(CS(=O)CC(=O)O)c(C)o2)c1 (stereo unspecified)	99	105	11	.	104	-6	-5	107	101	101	101
CCOC(=O)c1nnc2ccnn2c1N	105	102	21	7	102	0	-6	101	100	99	98
COc1cc(OC)cc(C(=O)N[C@H](C(=O)OCC(=O)NC(C)c2ccccc2)C(C)C)c1 (stereo partly specified)	98	103	-1	.	101	-4	-19	106	102	102	102
CCOC(=O)COc1c(Cl)cc(C2NC(=S)NC(c3ccccc3)=C2C(C)=O)cc1OCC (stereo unspecified)	101	99	-47	-8	96	-5	-40	100	96	96	97
COC(=O)c1ccc(NC(=O)C(=O)N2CCN(C(=S)Nc3ccc(OC)cc3)CC2)cc1	109	98	4	.	100	-4	-28	102	97	99	100
CC(C)c1ccc(N(CC(=O)NCCSC(C)(C)C)S(C)(=O)=O)cc1	101	98	-6	3	95	0	-10	95	99	97	96

Laid out differently: 9 of the compounds above.
compound,RGS8-Gao reg,Cdc42 wt,Mcl1-Noxa inh,Pf gametocyte,Rab2A wt mod,Mcl-1 Bim block,Mcl1 Bid PPI,Rac1 wt GTP bind,HRas wt GTP,Rab7 wt modul,Rac1 mut GTP
O=C(NCCc1ccccc1)c1ccc(NCC2CCCO2)c([N+](=O)[O-])c1 (stereo unspecified),99,96,-1,.,100,3,-23,98,98,97,94
N#Cc1c(NC(=O)CSc2ncn[nH]2)sc2c1CCCCC2,101,108,2,.,101,0,-82,110,105,105,99
CCOC(=O)c1sc(NC(=O)OC)c(C(=O)OC)c1C,101,100,-8,-19,96,-2,-16,101,97,98,96
COc1cccc(-c2nc(CS(=O)CC(=O)O)c(C)o2)c1 (stereo unspecified),99,105,11,.,104,-6,-5,107,101,101,101
CCOC(=O)c1nnc2ccnn2c1N,105,102,21,7,102,0,-6,101,100,99,98
COc1cc(OC)cc(C(=O)N[C@H](C(=O)OCC(=O)NC(C)c2ccccc2)C(C)C)c1 (stereo partly specified),98,103,-1,.,101,-4,-19,106,102,102,102
CCOC(=O)COc1c(Cl)cc(C2NC(=S)NC(c3ccccc3)=C2C(C)=O)cc1OCC (stereo unspecified),101,99,-47,-8,96,-5,-40,100,96,96,97
COC(=O)c1ccc(NC(=O)C(=O)N2CCN(C(=S)Nc3ccc(OC)cc3)CC2)cc1,109,98,4,.,100,-4,-28,102,97,99,100
CC(C)c1ccc(N(CC(=O)NCCSC(C)(C)C)S(C)(=O)=O)cc1,101,98,-6,3,95,0,-10,95,99,97,96

(more compounds)
SMILES	RGS8-Gao reg	Cdc42 wt	Mcl1-Noxa inh	Pf gametocyte	Rab2A wt mod	Mcl-1 Bim block	Mcl1 Bid PPI	Rac1 wt GTP bind	HRas wt GTP	Rab7 wt modul	Rac1 mut GTP
CCCNC(=O)N1CCN(c2nc(C(C)C)c3c(c2C#N)CC(C)(C)OC3)CC1	102	100	11	.	103	0	0	106	101	102	102
O=C(Nc1cc2c(cc1Br)OCCO2)c1ccco1	103	101	3	-4	100	-3	-9	103	100	100	98
CCOC(=O)N1CCN(C2CC(=O)N(c3ccc(Cl)c(Cl)c3)C2=O)CC1 (stereo unspecified)	100	100	5	.	98	-3	-2	104	101	96	101
COc1ccccc1Nc1ccc(Nc2ccccc2OC)nn1	100	101	13	-4	100	-4	-49	105	100	103	99
CCn1c(COc2cccc(C)c2)nc2ccccc21	101	102	8	.	99	-9	3	104	100	97	99
Cc1cccc(OCc2n[nH]c(=S)n2-c2ccccc2)c1	95	100	27	8	103	1	-1	100	101	108	98
CC(C)C1=NOC(C(=O)N2CCC(N3CCC(C(=O)N4CCOCC4)CC3)CC2)C1 (stereo unspecified)	102	?	-9	-3	?	16	-37	?	?	?	?
O=C(Cc1ccccc1)NCCn1ccc2ccccc21	100	104	12	.	102	2	-31	109	105	106	101
CC(C)NC(=O)C(=O)NCCN1CCN(C(=O)c2ccc(C(C)(C)C)cc2)CC1	98	?	14	1	?	-1	-27	?	?	?	?
COC(=O)c1ccc(COn2nnc3ccccc32)cc1	107	91	-4	-6	93	0	-9	93	90	86	93
COc1ccc(OC)c(/C=N/N=C2\SCC(=O)N2Cc2ccco2)c1	101	103	11	9	101	-1	9	106	102	99	100
NC(=O)c1cc2ccccc2o/c1=N/NC(=O)c1cccs1	99	?	7	0	?	13	-40	?	?	?	?
O=C(COc1ccc(F)cc1Br)N1CCN(S(=O)(=O)/C=C/c2ccccc2)CC1	100	99	13	-11	100	-2	-12	98	99	98	96
Cc1cccc(-n2ncc3c(NCc4ccco4)ncnc32)c1	85	99	-6	7	104	-3	-18	106	101	99	102
COCCCNC(=O)Cn1nnc(-c2ccccc2NC(=O)c2ccc(F)cc2)n1	89	95	8	.	98	2	3	96	95	99	96
Fc1ccc(NC(=S)NCCN2CCOCC2)cc1	101	100	10	14	98	0	-27	99	98	98	95
O=C(N/N=C/c1ccccc1OCC(=O)N1CCCC1)C(=O)Nc1ccccc1F	104	101	6	-1	98	-1	-5	101	98	95	100
COc1ccc(CC2(CO)CCN(C/C=C/c3ccccc3OC)CC2)cc1	107	97	-6	-3	100	0	-7	99	97	97	98
COc1ccc(-c2[nH]ncc2CN(C)C(C)c2ccncn2)c(F)c1 (stereo unspecified)	95	101	14	18	98	0	-57	103	98	99	97
COc1cccc(-n2c(C)nc3cc(C(=O)O)ccc32)c1	129	99	21	.	98	2	1	96	96	97	96
CC(C)(C)NCC(O)CON=C1c2ccccc2-c2ccccc21 (stereo unspecified)	103	93	6	22	94	0	-22	95	93	94	93
NC(=O)C1CCN(C(=O)COc2ccc3ccccc3c2)CC1	134	97	2	.	99	-4	-6	100	99	103	97
Cc1nn(C)c(C)c1CNC(=O)Nc1cccc(Cl)c1C	105	95	10	.	96	0	-40	93	97	94	97
CC1CCN(c2cc(=O)n(C3CCCCC3)c(=O)[nH]2)CC1	102	100	7	.	100	2	-33	105	102	99	98
COc1cc(O)c(/C=N/NC(=O)c2ccncc2)c(OC)c1[N+](=O)[O-]	92	95	53*	19	95	1	-62	97	95	93	94
COc1cc2c(C(=O)OCCN(C)C)c(CSc3ccccc3)n(C)c2cc1Br	105	101	-12	-10	100	0	-17	106	101	102	98
O=C(NCCN1CCOCC1)C1CCN(S(=O)(=O)N2CCCCC2)CC1	100	103	-10	.	100	-2	11	106	100	100	99
O=C(Nc1cccc(C(F)(F)F)c1)/C(=C\c1ccco1)NC(=O)c1cccs1	99	105	12	-1	100	-2	-9	106	103	105	99
COc1ccccc1NS(=O)(=O)c1cccc(C(=O)N/N=C/c2cn(-c3ccccc3)nc2-c2ccccc2)c1	100	104	-6	9	104	-5	-21	110	106	104	102
CCNc1ccc(Br)cc(C(=O)/C=C/c2ccc(Cl)cc2Cl)c1=O	92	95	96*	.	95	-1	29	104	96	98	91
COCCNC(=O)/C(C#N)=C/c1ccc(OCc2ccccc2)cc1	102	100	11	.	98	-1	-40	98	99	98	98
Cc1ccc(OCC(=O)Nc2ccccc2F)cc1C	102	98	13	-3	96	8	-11	95	94	96	95
CN(c1ccccc1)S(=O)(=O)c1ccc(NC(=S)Nc2ccccc2)cc1	101	106	27	11	103	1	-11	105	99	101	99
Cc1nc(NC(=O)CN2CCOCC2)sc1-c1ccccc1	107	106	11	.	107	3	0	108	105	102	101
O=C(c1cnn2c(C(F)(F)F)cc(-c3ccccc3)nc12)N1CCCc2ccccc21	99	94	1	.	94	0	3	92	95	97	93
O=C(COC(=O)C(c1ccccc1)c1ccccc1)NCc1ccco1	99	103	-6	20	98	2	-22	98	101	107	96
CCOC(=O)CSc1nc(Cc2ccccc2)nc2ccccc12	94	92	2	.	97	3	-8	98	98	104	96

Bioassay records: PubChem, several laboratories
